High-throughput results: PubChem, National Center for Advancing Translational Sciences (NCATS)
Coupling enz – qHTS Assay for Inhibitors of Fructose-1,6-bisphosphate Aldolase from Giardia Lamblia: Coupling assay counterscreen | 290,000 compounds, 0.67% hits | coupling enzyme system counterscreen, AmpLite Red fluorescence | activity change, negative = inhibition, % at 58.2 µM, hits read low; in the data active means activity change below about -30%; further: on the % scale 0 is the no-effect control and ±100 the full control effect
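Fluorescence at 525 nm excitation and 598 nm emission measured inhibition of the coupled detection system without aldolase. Compounds (at 57.5 uM final) were preincubated 10 min at room temperature with coupling enzyme reagent before a 20 min substrate/AmpLite Red step.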
CXXC DNA block – qHTS Fluorescence Polarization Assay for Inhibitors of MLL CXXC domain - DNA interaction. Histone-lysine N-methyltransferase 2A (Homo sapiens), Q03164. 290,000 compounds, 0.037% hits. Potency, µM (doses to about 115 µM), for the others: at the highest dose activity change, negative = inhibition, most hits filed as inhibitors. AID 2662, 2010. MLL-CXXC / FITC-HOXA9 DNA fluorescence polarization; active means well fitted inhibition curve with a large enough effect in the polarisation, with a control signal flat, not every such curve was filed as active; inconclusive means small, poorly fitted or top-dose-only effect, or effect the other way, or a change in a side signal; inactive means no such curve, though single readings can be large or run the other way; the % refers to the polarisation; further: potency means the concentration at half of the fitted maximal effect
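Steps: dispense CXXC domain solution (7 uM) → pin compounds or unlabeled HOX-A9 DNA control → 5 min ambient → add FLSN-HOX-A9 solution (50 nM) → spin → 30 min ambient → fluorescence polarization. Tris pH 7.5/NaCl/DTT/BSA buffer.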
Giardia killer – Small Molecules that selectively kill Giardia lamblia: qHTS; Giardia lamblia trophozoite viability; 340,000 compounds, 0.15% hits; activity change, % at 7.66 µM, hits read low; AID 540267, 2011; in the data active means activity change below about -80%; inconclusive means between about -30% and that limit;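 further: parasites exposed to compound for two days anaerobically before the ATP read; on the % scale 0 is the no-effect control and ±100 the full control effect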
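Anaerobic 48 hrs incubation at 37 deg C of 100 trophozoites/well with test compounds; ATPLite 1-Step luminescence, 15-30 min RT, reports cellular ATP as viability.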
GALK inh – qHTS Assay for Inhibitors of Human Galactokinase (GALK) | P51570 | Purified GALK, Kinase-Glo residual ATP luminescence | Potency, µM (doses to about 57.5 µM), for inactives: top-dose activity change, negative = inhibition, usual class: inhibitors | 270,000 compounds, 0.007% hits | AID 1868, 2009; further: potency means the concentration at half of the fitted maximal effect; on the % scale 0 is the no-effect control and ±100 the full control effect
Target sequence (P51570 whole entry, looked up): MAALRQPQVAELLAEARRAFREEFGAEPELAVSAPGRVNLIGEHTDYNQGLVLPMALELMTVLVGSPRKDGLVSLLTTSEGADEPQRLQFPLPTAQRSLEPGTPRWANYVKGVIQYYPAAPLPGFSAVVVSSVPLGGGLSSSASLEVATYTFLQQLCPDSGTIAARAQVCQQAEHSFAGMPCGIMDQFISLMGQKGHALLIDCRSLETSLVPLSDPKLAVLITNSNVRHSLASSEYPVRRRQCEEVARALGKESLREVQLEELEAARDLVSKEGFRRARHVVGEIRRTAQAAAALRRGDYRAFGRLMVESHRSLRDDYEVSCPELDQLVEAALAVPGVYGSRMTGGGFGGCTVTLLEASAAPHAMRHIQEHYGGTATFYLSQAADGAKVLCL
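GALK at 5 nM final was combined with compound, 35 uM ATP and 100 uM galactose in HEPES pH8.0 with MgCl2 and DTT. The reaction ran one hour at room temperature before luminescent ATP detection.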
Tb PFK block – qHTS Assay to Find Inhibitors of T. brucei phosphofructokinase; T. brucei PFK, ADP-Glo luminescence; Potency, µM (doses to about 57.5 µM), without a hit: top-dose activity, negative = inhibition, actives largely listed as inhibitors; 330,000 compounds, 0.17% hits;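 further: potency means the concentration at half of the fitted maximal effect; 0% = uninhibited 1x PFK enzyme wells and -100% = no-enzyme wells; nearly all actives have a fitted effect of over 60% in size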
Target sequence (O15648 whole entry, looked up): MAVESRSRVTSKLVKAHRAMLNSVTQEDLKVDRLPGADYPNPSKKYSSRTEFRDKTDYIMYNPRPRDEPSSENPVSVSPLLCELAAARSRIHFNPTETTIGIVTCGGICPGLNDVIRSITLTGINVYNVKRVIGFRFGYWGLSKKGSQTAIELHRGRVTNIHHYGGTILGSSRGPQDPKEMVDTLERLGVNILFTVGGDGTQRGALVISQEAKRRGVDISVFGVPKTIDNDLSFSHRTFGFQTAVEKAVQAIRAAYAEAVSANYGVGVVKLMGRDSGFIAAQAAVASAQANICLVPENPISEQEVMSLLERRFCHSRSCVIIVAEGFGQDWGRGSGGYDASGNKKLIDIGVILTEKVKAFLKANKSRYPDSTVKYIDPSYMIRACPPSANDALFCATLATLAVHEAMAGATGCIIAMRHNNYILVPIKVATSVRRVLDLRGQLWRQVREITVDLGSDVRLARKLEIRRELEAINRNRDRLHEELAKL
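Luminescent ADP detection (ADP-Glo, two-step: ATP depletion then ADP-to-ATP conversion for luciferase) reported PFK activity after 45 min room-temperature reaction of 1.25 nM enzyme with 0.5 mM F6P and 0.1 mM ATP at pH 8.0.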
A-T KAP1 phos – qHTS Assay for Identifying a Potential Treatment of Ataxia-Telangiectasia; […] A-T fibroblasts, KAP-1 phosphorylation AlphaLISA; neocarzinostatin DNA damage 30 min before lysis; Potency, µM (top dose mostly 57.5 µM), for inactives: at the highest dose activation, hits mostly activators; 320,000 compounds, 0.19% hits; AID 485349, 2010; further: potency means the concentration at half of the fitted maximal effect; % of control where 0% means no effect; nearly all actives have a fitted effect of over 45% in size
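hTERT-immortalized A-T patient fibroblasts ([…]), 500 cells/well in OPTI-MEM, 1% FBS, got compounds for 60 min, then NCS for 30 min at 37C. Lysates were then assayed for phospho-KAP-1 by AlphaLISA (anti-pKAP1 donor, anti-KAP1 acceptor beads), 6 hr at 25C.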
BCR signal inh – qHTS Assay to Find Inhibitors of Chronic Active B-Cell Receptor Signaling; Potency, µM (highest dose often 46.1 µM), inactives show top-dose ratio change, negative = lower green/red ratio, usual class: inhibitors; ABC-DLBCL IkBa-CBG/CBR reporter, luminescence ratio, 4 h; 340,000 compounds, 0.05% hits; active means well fitted inhibition curve with a large enough effect in the signal ratio, with a control signal flat, not every such curve was filed as active; inconclusive means small, poorly fitted or top-dose-only effect, or effect the other way, or a change in a side signal; the % refers to the signal ratio;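 further: potency means the concentration at half of the fitted maximal effect; plate controls were basal doxycycline-induced cells for no effect and cells given 10 µM MG132 for full effect; MG132 reads +100%, hits lower the ratio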
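Concentration-response series (up to 46 uM) were applied to TMD8 dual-reporter cells for 4 h at 37C with doxycycline. Green/red ratio, after filter-overlap correction, defined %Activity; red signal alone was normalised to basal cells and zero luminescence.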
TCR act – Activators of T cell receptors: qHTS campaign; primary human leukocytes, anti-CD3, IL-2 HTRF, 48 h; 330,000 tested, under 10 active; AID 504894, 2011; Potency, µM (titrated, usually from 9.22 µM), inactives show at the top dose activation of IL-2 secretion, usual class: activators; further: % of control where 0% means no effect
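Primary human leukocytes were stimulated with a-CD3 beads plus compounds for 48 hr without co-stimulation; secreted IL-2 was quantified by HTRF using a-IL-2-K (europium cryptate) and a-IL-2-d2, excited at 320nm with acceptor emission read at 665nm.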
TSHR antag – Antagonists of the Thyroid Stimulating Hormone Receptor: HTS campaign; 330,000 compounds, 0.2% hits; Thyrotropin receptor (Homo sapiens), P16473; activity change, negative = inhibition, % at 11.5 µM; TSHR-expressing cells, TSH-stimulated cAMP HTRF, 2 h; stronger effect = lower value;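 active means activity change below a set negative limit, meaning inhibition stronger than a set level, cut at about -70% in these data; inconclusive means activity change between two set negative limits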; further: on the % scale 0 is the no-effect control and ±100 the full control effect
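Read-out is FRET at 665 nm (cryptate excitation 337 nm) from a cryptate-tagged anti-cAMP antibody, competed by cell cAMP against cAMP-d2. Compounds are tested on freshly harvested TSHR cells challenged with 4nM TSH (EC80) for 2 hours at 37 deg C.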
KCNH2 WT inh – qHTS for Inhibitors of KCHN2 3.1: Wildtype qHTS. 340,000 compounds, 0.37% hits. U2OS, BacMam KCNH2, thallium flux FluxOr; stronger effect = lower value. Voltage-gated inwardly rectifying potassium channel KCNH2 (Homo sapiens), Q12809. activity change, % at 1.84 µM;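 active means maximum activity change below -70%; inconclusive means maximum activity change between -70% and -50%; inactive means maximum activity change above -50%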; further: on the % scale 0 is the no-effect control and ±100 the full control effect
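U2OS cells transduced with wild-type KCNH2 virus are loaded with FluxOr dye for 45 min, and thallium flux is measured in kinetic reads before and after stimulation buffer. Rate constants are normalized to DMSO controls.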
Numbers without * were called inactive; ? = inconclusive; . = no result given; [ ] = another dose, or the depositor's remark. Unless noted, the call rests on the fitted dose curve; in most records, active means well fitted curve in the direction sought with a large enough effect; inconclusive means small, poorly fitted or top-dose-only effect, or another doubt; inactive means no such curve, though single readings can be large; an effect the other way counts as inactive or inconclusive. An unsorted share of the library; any-hit rate near 1.6%.

item	mol	Coupling enz	CXXC DNA block	Giardia killer	GALK inh	Tb PFK block	A-T KAP1 phos	BCR signal inh	TCR act	TSHR antag	KCNH2 WT inh
1	O=C(CNS(=O)(=O)c1ccc2ccccc2c1)NCCc1ccccn1	1.2	-0.5%	-7.5	0.1%	-1.9%	-4.6%	0.8%	4.6%	-3.6	20.7
2	O=C(COC(=O)c1ccc([N+](=O)[O-])o1)c1ccccc1	-3.8	-4.4%	-6.3	-0.5%	-0.2%	0.7%	-0.6%	1.3%[46.1 µM]	-3.5	-22.0
3	COC(=O)[C@@H]1CCCN1Cc1c(C(=O)N2CCCCC2)nc2c(C)cccn12	0.2	18.0%	6.5	-0.3%	-0.1%	0.6%	2.0%	4.5%	-3.7	0.6
4	COc1cccc(C(=O)Nc2nnc(S(=O)(=O)N(C)c3ccccc3)s2)c1	.	17.9%	-25.2	-3.3%	-0.6%	-4.3%	9.8%	2.2%	-15.3	-5.4
5	Cc1cccc(C(=O)NNC2=C(C(=O)C(F)(F)F)CCC2)c1O	0.5	4.4%	-10.4	-3.9%	1.0%	2.9%	-18.5%	8.3%	19.9	-2.9
6	CC1CCN(c2ccc([N+](=O)[O-])c(SCCO)c2)CC1	1.0	-0.1%	2.8	3.6%	0.0%	8.8%	8.2%	-6.0%	12.0	1.4
7	COc1ccc(/C=C2/SC(=S)N(NS(=O)(=O)c3ccc(C)cc3)C2=O)cc1	4.3	10.2%	-24.2	-0.5%	5.4%	-9.8%	-7.5%	0.5%	-13.5	6.2
8	COc1ccc(CCNC(=O)c2cc(S(=O)(=O)N(C)C)ccc2N2CCCC2)cc1	3.2	-2.8%	-2.7	6.0%	3.1%	5.9%	8.7%	0.0%	2.7	7.3
9	Cc1cccc(OCC(=O)NCCCNC(=O)c2cnccn2)c1	-0.1	1.1%	-10.5	6.0%	0.6%	-3.6%	-6.4%	-4.9%	-0.2	0.0
10	Cc1cccc(CN2CCN(Cc3cnn(-c4ccccc4F)c3)CC2CCO)n1 (stereo not drawn)	-1.1	-0.7%	16.8	1.4%	-3.3%	11.2%	?	-2.4%	14.1	2.6
11	CCOc1ccccc1OCCCCOc1ccccc1F	1.1	10.6%	5.9	-7.1%	-0.7%	24.8%	4.7%	0.3%[46.1 µM]	-12.8	33.8
12	CN(C(=O)c1ccc(NC(=O)C2CCN(C(=O)OC(C)(C)C)CC2)cc1)C1CC1	.	.	1.6	.	-0.4%	-3.9%	3.6%	1.0%	-6.3	.
13	O=C(COC(=O)c1cccc(Cl)c1)NC1CCS(=O)(=O)C1 (stereo not drawn)	.	.	20.4	.	-3.7%	-5.9%	-2.4%	11.1%	3.1	-13.2
14	CC(C)n1ncc2c(C(=O)Nc3ccc(CC#N)cc3)cc(C3CC3)nc21	.	.	5.3	.	-0.7%	2.8%	-0.3%	-9.5%	-6.1	8.4
15	C/C(=N/Nc1ccc(C(=O)O)cc1)c1ccc(O)c(O)c1O	-34.3*	-4.1%	-3.9	-0.6%	7.3%	1.8%	?	1.2%	-2.7	2.1
16	C=CCc1cccc(CNc2c(C)n(C)n(-c3ccccc3)c2=O)c1O	-4.5	-5.1%	-0.6	0.0%	-0.9%	2.2%	?	-30.4%	-10.8	-0.8
17	Cc1cccc(/C(N)=N/OC(=O)c2ccc3c(c2)OCO3)c1	0.0	?	1.3	15.2%	-25.3%	5.7%	?	-1.6%[46.1 µM]	-10.6	-104.7*
18	CCN1CCn2c1nc(N1CCOCC1)nc2=O	6.3	4.1%	34.5[activator]	-0.3%	1.3%	3.7%	?	6.2%	2.1	-4.5
19	CC(C)CCCC(C)NS(=O)(=O)Cc1ccccc1 (stereo not drawn)	2.7	-2.9%	-4.4	-0.2%	6.3%	5.7%	?	4.2%	3.4	-13.0
20	COc1ccc(N2CCN(S(=O)(=O)c3ccc(-n4cnnn4)c(C)c3)CC2)cc1	1.8	12.6%	1.7	.	?	0.6%	-1.8%	-7.5%[46.1 µM]	2.0	1.8
21	O=C(NCc1ccco1)C1CC(c2ccccc2O)=NO1 (stereo not drawn)	0.4	-0.8%	0.6	5.3%	-5.2%	1.4%	?	0.9%	2.2	-8.0
22	CCNS(=O)(=O)c1ccc(NC(=O)Nc2cc(C)ccc2OC)cc1	0.2	-8.3%	5.3	-1.8%	-1.9%	-23.1%	?	-4.1%	-0.6	0.0
23	CCC(=O)Nc1nnc(SCC(=O)Nc2ccc(F)cc2)s1	-0.3	2.2%	-1.7	-2.5%	16.4%	9.6%	-5.2%	.	5.0	-2.2
24	CCc1nnc(NS(=O)(=O)c2ccc(NC(=O)c3ccccc3)cc2)s1	3.1	-2.1%	11.7	-3.5%	0.3%	12.4%	1.5%	13.5%	-1.7	-10.0
25	COc1cccc(/C=N/NC(=O)CNC(=O)c2ccncc2)c1O	2.3	2.9%	10.5	1.1%	0.1%	-7.2%	-19.7%	4.5%	-2.1	19.1
26	COC(=O)C1CCCN1S(=O)(=O)c1ccc([N+](=O)[O-])cc1 (stereo not drawn)	0.3	0.4%	-14.6	4.2%	-1.1%	-0.2%	-0.7%	-3.8%	6.8	2.8
27	COCCCNC(=O)c1ccc2nc(Cc3ccc(OC)cc3)oc2c1	-1.0	0.6%	9.3	2.0%	-2.6%	7.5%	?	-0.5%	-1.1	6.8
28	NC(=O)C1CCN(C(=O)c2cc3ccccc3cc2O)CC1	.	.	-9.6	.	2.5%	10.4%	1.9%	-0.6%	.	-5.5
29	Cc1ccc(CNC(=O)c2ccc(NS(=O)(=O)c3cccs3)cc2)cc1	3.4	39.1%	-28.3	0.5%	0.0%	1.2%	10.0%	-1.6%	64.5	-2.4
30	Cc1nn(-c2ccccn2)c2c1C(c1ccccn1)C1=C(CCCC1=O)N2 (stereo not drawn)	3.1	-5.0%	.	-0.1%	0.1%	0.3%	?	.	10.6	.
31	c1csc(-c2csc3nc(CN4CCOCC4)nc(NCc4ccc5c(c4)OCO5)c23)c1	-2.3	2.7%	-11.0	1.0%	3.5%	7.7%	?	-0.1%	-5.4	4.4
32	O=C(NCc1cccc2ccsc12)c1cccs1	.	.	-21.4	.	-2.2%	6.2%	-3.2%	-12.3%	-0.5	-16.4
33	COc1ccc(-c2noc(=O)[nH]2)cc1	1.3	4.6%	-7.3	.	0.9%	14.2%	0.0%	-0.6%	0.4	-25.3
34	CC1CC(C)CN(CC(=O)N2CCOCC2)C1 (stereo not drawn)	0.1	-2.8%	0.0	-2.3%	4.8%	-1.3%	?	-1.9%	-6.4	2.2
35	Cc1ccc(/C=C2\SC(=S)N(c3cccnc3)C2=O)o1	-24.9	-17.3%	-4.3	1.3%	-2.7%	-36.4%	5.4%	2.2%	4.5	-9.8
36	O=C(c1ccco1)c1cn(CC(=O)N2CCCc3ccccc32)c2ccccc12	0.3	10.5%	7.3	-0.2%	0.7%	-0.5%	?	-4.1%	15.9	8.0
37	O=C(CN1CCCCCC1)Nc1ccccc1Oc1ccccc1	14.4	8.5%	-17.8	-1.0%	2.9%	12.3%	0.9%	1.2%	-8.1	0.1
38	Cc1c(C(=O)OCc2nc3scc(-c4ccccc4)c3c(=O)[nH]2)cccc1[N+](=O)[O-]	1.6	17.5%	-7.5	1.7%	-1.0%	-2.1%	-0.2%	-0.7%[46.1 µM]	-11.9	-2.5
